Screens from PubChem.
p53null 32C tox – p53 null cell cytotoxicity, permissive temperature | AID 903 | H1299-neo p53 null cells, ATP luminescence, 24 h, 32C | Potency, µM (highest dose often 46.1 µM), for the others: at the top dose activity change, negative = cytotoxicity, actives largely listed as cytotoxic | 55,000 compounds, 0.62% hits; active = well fitted cell-killing curve with a large enough effect; inconclusive = small, poorly fitted or top-dose-only effect; inactive = no such curve, though single readings can be large or run the other way;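 note: 0% = DMSO only and -100% = full killing by 100 µM tamoxifen; nearly all actives have a fitted effect of over 55% in size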
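H1299-neo (p53 null) cells, 600/well, treated 24 h at 32C with compound up to 46 uM; ATPlite luminescence viability, normalized to DMSO and 100 uM tamoxifen; AC50 by Hill fit.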
* marks the source's active call; other numbers are inactive results; ? = inconclusive; [ ] = remark or other dose. Potency is the fitted concentration of half-maximal effect.

| mol | p53null 32C tox |
| --- | --- |
| CNC(=S)SCCOc1ccccc1C | 12% |
| CCOC(=O)C1(C)C=C(Nc2ccc(OC)cc2)C(=O)N1c1ccc(OC)cc1 (stereo not given) | 16% |
| O=C(c1cccc2ccccc12)N1CCN(c2ccc([N+](=O)[O-])c(N3CCOCC3)c2)CC1 | -11% |
| COc1ccc(CNC(=O)c2ccc(SC)cc2OC)cc1 | -20% |
| COc1ccc(N(C)C(=S)Nc2ccc3nc(C)c(C)nc3c2)cc1 | -10% |
| O=C(NCCCc1ccccc1)Nc1cccc(Cl)c1 | ? |
| O=C(N/N=C/c1c[nH]c2ccc(Br)cc12)c1ccncc1 | -18% |
| O=c1c(Cl)c(NCc2ccc(F)cc2Cl)cnn1C12CC3CC(CC(C3)C1)C2 | -3% |
| Cc1cc(C)c(C(N)=O)c(SCC(=O)c2cc(C)c(C)cc2C)n1 | -14% |
| COc1c(OC(C)=O)ccc(/C=C/c2ccc3cccc(OC)c3n2)c1[N+](=O)[O-] | -15% |
| CS(=O)(=O)c1ccc(Sc2nc3ccccc3s2)c([N+](=O)[O-])c1 | 13µM* |
| O=C(CSCc1ccc(F)cc1)Nc1ccccc1C(=O)N1CCOCC1 | -14% |
| Cc1cc(C)n(C(=O)c2ccc(C)c(F)c2F)n1 | -6% |
| Cc1ccc(C)c(N(CC(=O)Nc2ccccc2C(=O)NCc2ccco2)S(=O)(=O)c2ccccc2)c1 | -17% |
| COC(=O)c1sccc1NC(=O)COc1ccccc1Cl | -3% |
| CCOC(=O)NC(NCc1ccccc1)(C(F)(F)F)C(F)(F)F | -14% |
| CCN1CCN(Cc2c(O)ccc3c2O/C(=C\C=C\c2ccccc2OC)C3=O)CC1 | -26% |
| Cc1cccc(OCCC(=O)NCC(=O)Nc2c(C)cccc2C)c1 | -10% |
| Cc1cccc(C(C)C)c1NC(=O)c1ccc(CN(c2ccccc2)S(=O)(=O)c2ccccc2)cc1 | 7% |
| O=C(Nc1cccc(Oc2ccc3c(c2)C(=O)NC3=O)c1)c1cccs1 | -2% |
| COc1ccccc1NC(=S)NC(NC(=O)c1ccco1)C(Cl)(Cl)Cl (stereo not given) | -18% |
| S=C(NCc1ccc(Cl)c(Cl)c1)Nc1ccc2c(c1)OCO2 | 2% |
| Cc1cc(C)c(OCC(=O)OCCNC(=O)c2cccnc2)c(C)c1 | -8% |
| O=C(CCn1cnc2ccccc2c1=O)Nc1nc(-c2ccc(Br)cc2)cs1 | -6% |
| Cn1c2ccccc2c(=O)c2c(=O)n(C3CCCCC3)c(-c3ccco3)nc21 | 1% |
| COc1ccc(/C=C(\NC(=O)c2ccccc2)C(=O)N/N=C/c2sccc2C)cc1 | -13% |
| CC(C)(CNC(=O)/C=C/c1ccc(F)cc1)CNC(=O)/C=C/c1ccc(F)cc1 | ? |
| Cn1c(NC(=O)C[n+]2cc(-c3ccccc3)n3c2CCC3)cc(=O)n(C)c1=O | 0% |
| O=C(N/N=C/c1ccc(O)cc1)c1cc[n+](Cc2ccccc2)cc1 | 8% |
| Cc1ccc2c(Cl)c(C(=O)N/N=C/c3cccn3C)sc2c1 | -20% |
| Cc1ccc(NC(=O)Cn2nc(-c3ccccc3)nc2-c2ccccc2)c(C)c1 | -19% |
| Cc1cc([N+](=O)[O-])ccc1NC(=O)/C=C/c1cccs1 | -17% |
| CC(CCc1ccccc1)NC(=O)COC(=O)C12CC3CC(CC(Br)(C3)C1)C2 (stereo not given) | ? |
| Cc1c(NC(=O)c2c(NC(=O)CNC3CC3)sc3c2CCCC3)c(=O)n(-c2ccccc2)n1C | -26% |
| CN1CCN(C(=S)SCC(=O)Nc2nc(-c3ccccc3)c(-c3ccccc3)o2)CC1 | -6% |
| COc1cc([N+](=O)[O-])ccc1NC(=O)Nc1nc2c(s1)CCCC2 | 1% |
| COc1cc(NC(=O)CN2CCN(c3ccccc3F)CC2)c(C)cc1[N+](=O)[O-] | 4% |
| Cc1ccc(/C=N/N=C2/NC(=O)C(CC(=O)Nc3ccc(Cl)cc3)S2)o1 (stereo not given) | -16% |
| CCCOP(=O)(c1ccccc1)c1ccccc1 | -12% |
| CCOc1cc(/C=N/NC(=O)CSc2nnc(C)s2)ccc1OCc1ccccc1Cl | -6% |
| Nc1ncnc(Sc2ccccc2)c1[N+](=O)[O-] | -12% |
| COc1ccc(/C=C/C(=O)O/N=C(\N)c2ccccc2)cc1OC | -12% |
| Cc1ccc(NC(=O)CC2C(=O)NCCN2C(=S)Nc2ccccc2)c(C)c1 (stereo not given) | -6% |
| Cc1ccc2nc(SC(C)C(=O)NC3CCCc4ccccc43)[nH]c2c1 (stereo not given) | -13% |
| Cc1cccc(NC(=O)Nc2ccc(C)cc2Br)c1 | -11% |
| CSc1ccc(/C=N/NC(=O)c2ccc(O)cc2)cc1 | ? |
| Cc1ccc(C(=O)NC(C)c2ccc(F)cc2)cc1 (stereo not given) | -13% |
| COc1ccc([N+](=O)[O-])cc1NC(=O)C(C)Sc1ccc(C)cc1 (stereo not given) | 15% |
| CCN(/N=C/c1ccc(Cl)cc1)c1cc(=O)n(C)c(=O)[nH]1 | -19% |
| O=C(COc1ccccc1Cl)NCCC1=CCCCC1 | -15% |
| COc1cc(CNCCc2ccc(S(N)(=O)=O)cc2)ccc1OCC(=O)N1CCCCC1 | 15% |
| COC(=O)c1sc(NC(=S)NC(=O)c2ccccc2)nc1C | -6% |
| CCCCOC(=O)c1ccc(NC(=O)/C=C/c2cccs2)cc1 | -26% |
| Cn1c(=O)c2c(nc(N/N=C/c3ccc(OC(=O)c4ccco4)cc3)n2Cc2ccc(F)cc2)n(C)c1=O | -22% |
| Cc1cc2cc(C)c3nnc(SCc4ccccn4)n3c2cc1C | -14% |
| CCSc1nnc(-c2ccc(C)cc2)c2ccccc12 | -5% |
| CSc1c(CC(=O)Nc2ccc(F)cc2)n(Cc2ccccc2)c2ccccc12 | -24% |
| O=C(c1ccccc1)N1CCN(CC(O)COC2CCCCC2)CC1 (stereo not given) | 1% |
| CC(=O)c1ccc(NC(=O)COC(=O)c2ccccc2Nc2ccccc2)cc1 | -22% |
| Cc1cc(C)c2c(N)c(C(=O)c3cccc(Cl)c3)sc2n1 | -9% |

(next part)
| mol | p53null 32C tox |
| --- | --- |
| Cc1nc(NCCc2ccccc2)c(C#N)c(C)c1[N+](=O)[O-] | ? |
| O=C(OCc1ccc(Br)cc1)c1cccc(-c2nnc(-c3ccccc3)o2)c1 | -5% |
| CCCc1cc(C(=O)NNC(=S)NCC2CCCO2)cs1 (stereo not given) | -28% |
| CSCC[C@H](NC(=O)c1cc([N+](=O)[O-])ccc1Cl)c1nc2ccccc2[nH]1 | 1% |
| CC(C)C(=O)Nc1cccc(-c2csc(-c3ccccc3)n2)c1 | ? |
| CCOc1ccccc1/C=C(/NC(=O)c1ccccc1)C(=O)N(CC)CC | -6% |
| COc1cc(CNc2ccc(O)cc2)cc(Br)c1OCc1ccccc1F | -23% |
| Cc1cc(C(=O)N/N=C/c2ccc(-c3cccc(Cl)c3Cl)o2)n[nH]1 | -4% |
| CCn1cc(CNC(=O)c2ccc(Cl)c([N+](=O)[O-])c2)c(C)n1 | -18% |
| O=C(Cc1cccs1)N1CCN(S(=O)(=O)c2ccccc2)CC1 | -4% |
| Cc1ccc2sc(-c3ccc(NC(=O)CCN4C(=O)c5ccccc5C4=O)cc3)nc2c1 | -11% |
| C=CCN1C(=O)/C(=C/c2ccc(OC)cc2)S/C1=N/c1nccs1 | -19% |
| CC1=C(C(=O)OCc2ccccc2)C(/C=C/c2ccccc2)NC(=S)N1 (stereo not given) | 112%[activator] |
| O=C(NNC(=S)Nc1ccc(Cl)cc1Cl)c1ccncc1 | -11% |
| CC(=O)Nc1ccc(NC(=S)NC(=O)c2ccc([N+](=O)[O-])c(C)c2)cc1 | 12% |

Next section, starting with the last 4 of the part before.
| mol | p53null 32C tox |
| --- | --- |
| C=CCN1C(=O)/C(=C/c2ccc(OC)cc2)S/C1=N/c1nccs1 | -19% |
| CC1=C(C(=O)OCc2ccccc2)C(/C=C/c2ccccc2)NC(=S)N1 (stereo not given) | 112%[activator] |
| O=C(NNC(=S)Nc1ccc(Cl)cc1Cl)c1ccncc1 | -11% |
| CC(=O)Nc1ccc(NC(=S)NC(=O)c2ccc([N+](=O)[O-])c(C)c2)cc1 | 12% |
| O=C(Nc1c(C(=O)C2CC2)oc2ccccc12)c1ccc(Cl)cc1 | -11% |
| Cc1coc2cc3oc(=O)c(Cc4ccccc4)c(C)c3cc12 | -11% |
| O=C(COc1ccc(Cl)cc1)Nc1ccc2c(c1)CCC2 | -1% |
| COCCn1c(C)cc(C(=O)CSc2cc(C)c3ccccc3n2)c1C | -14% |
| COc1cc(CNCc2ccccn2)ccc1OCC(=O)NC1CCCCC1 | -4% |
| N#Cc1c(-c2ccccc2)nc(SCC(=O)N(c2ccccc2)c2ccccc2)[nH]c1=O | -1% |
| O=C(CSc1ncccn1)N/N=C/c1cccc([N+](=O)[O-])c1 | -9% |
| CC(=O)/C(=N\Nc1ccc(Cl)cc1Cl)Sc1nnc(-c2ccccc2)n1-c1ccccc1 | -5% |
| CC(C)(C)NC(=O)C12CC3CC(CC(Cl)(C3)C1)C2 | 7% |
| CCCC(=O)Nc1c(-c2ccccc2)c(=O)c(C)nn1-c1ccc(Cl)cc1 | 5% |
| CCOc1ccc(C(=O)Nc2ccc(NC(=O)c3cccs3)cc2)cc1[N+](=O)[O-] | 1% |
| COc1cc(C(O)P(=O)(OC(C)C)OC(C)C)cc(OC)c1OC (stereo not given) | -15% |
| CCn1c(SCc2ccc([N+](=O)[O-])cc2)nnc1C(C)NC(=O)c1ccc(C)cc1 (stereo not given) | -8% |
| O=c1c(Cl)c(N2CCN(c3ccc(F)cc3)CC2)cnn1C12CC3CC(CC(C3)C1)C2 | 12% |
| COc1ccc(-c2nc3ccccc3c(=O)n2CCOc2ccc(C)cc2C)cc1 | 9% |
| Cc1cccc2sc(NC(=O)CN3C(=O)c4ccccc4C3=O)nc12 | -5% |
| C=CCNC(=S)NNC(=O)COc1c(Cl)cc(Cl)cc1Cl | -16% |
| CCSc1ncc(Cl)c(C(=O)Nc2ccccc2)n1 | -15% |
| CCOc1ccc(-n2cccc2C=O)cc1 | 3% |
| CC(C)c1cc(C(=O)NNC(=S)NCc2ccco2)c(O)c(C(C)C)c1 | -14% |
| COC(=O)C1=C(NC(=O)CCCCl)CCS1 | -1% |
| CCc1ccc(N2NC(=O)/C(=C/C=C/c3ccco3)C2=O)cc1 | -2% |
| Cc1cc(C(=O)NC(=S)Nc2ccccc2N2CCCC2)ccc1[N+](=O)[O-] | -6% |
| Cc1ccc(SCc2cc(=O)[nH]c(/N=C(\N)Nc3cccc4ccccc34)n2)cc1 | -20% |
| CSc1ncc(Cl)c(C(=O)Nc2ccccc2Cl)n1 | -9% |
| N/C(=N\c1nc(C(F)(F)F)cc(=O)[nH]1)Nc1ccc(Cl)cc1 | 0% |
| Cc1ccc2nc(N(CCN(C)C)C(=O)c3cc(Cl)sc3Cl)sc2c1 | 8% |
| Cc1ccccc1OCCSCc1nc2ccccc2[nH]1 | -17% |
| COc1ccc(Cn2c3ccc(OC)cc3c3nc4ccccc4nc32)cc1 | -6% |

Molecules above that have a nitro group on carbon (16):
| mol | p53null 32C tox |
| --- | --- |
| O=C(c1cccc2ccccc12)N1CCN(c2ccc([N+](=O)[O-])c(N3CCOCC3)c2)CC1 | -11% |
| COc1c(OC(C)=O)ccc(/C=C/c2ccc3cccc(OC)c3n2)c1[N+](=O)[O-] | -15% |
| CS(=O)(=O)c1ccc(Sc2nc3ccccc3s2)c([N+](=O)[O-])c1 | 13µM* |
| Cc1cc([N+](=O)[O-])ccc1NC(=O)/C=C/c1cccs1 | -17% |
| COc1cc([N+](=O)[O-])ccc1NC(=O)Nc1nc2c(s1)CCCC2 | 1% |
| COc1cc(NC(=O)CN2CCN(c3ccccc3F)CC2)c(C)cc1[N+](=O)[O-] | 4% |
| Nc1ncnc(Sc2ccccc2)c1[N+](=O)[O-] | -12% |
| COc1ccc([N+](=O)[O-])cc1NC(=O)C(C)Sc1ccc(C)cc1 (stereo not given) | 15% |
| Cc1nc(NCCc2ccccc2)c(C#N)c(C)c1[N+](=O)[O-] | ? |
| CSCC[C@H](NC(=O)c1cc([N+](=O)[O-])ccc1Cl)c1nc2ccccc2[nH]1 | 1% |
| CCn1cc(CNC(=O)c2ccc(Cl)c([N+](=O)[O-])c2)c(C)n1 | -18% |
| CC(=O)Nc1ccc(NC(=S)NC(=O)c2ccc([N+](=O)[O-])c(C)c2)cc1 | 12% |
| O=C(CSc1ncccn1)N/N=C/c1cccc([N+](=O)[O-])c1 | -9% |
| CCOc1ccc(C(=O)Nc2ccc(NC(=O)c3cccs3)cc2)cc1[N+](=O)[O-] | 1% |
| CCn1c(SCc2ccc([N+](=O)[O-])cc2)nnc1C(C)NC(=O)c1ccc(C)cc1 (stereo not given) | -8% |
| Cc1cc(C(=O)NC(=S)Nc2ccccc2N2CCCC2)ccc1[N+](=O)[O-] | -6% |

An excerpt; the hit share may differ from the screen's.
